Bioassay records (PubChem)
inhibitors of VEEV – inhibitors of VEEV TC-83 cytopathic effect, confirmation, Vero cells (AID 588727); Vero cells, VEEV TC-83 cytopathic effect inhibition; higher % means a stronger effect; inhibition, % at 20 µM, or IC50 in µM where a hit was titrated; 0.13% of 350,000 active; in the data active = a potency from the dose series; inconclusive = inhibition mostly from about 14% at the one dose, without a potency; inactive = the rest, 99 in 100 with inhibition below about 12%; note: strong numbers were not always called active
Salmonella PhoP GFP – PhoP regulon inhibitors, Salmonella typhi PhoP promoter GFP reporter, confirmatory (AID 1850). Salmonella Typhi PhoP-promoter GFP reporter, fluorescence, 4 h; higher % means a stronger effect. inhibition, % at 50 µM; hits with a dose series show IC50 in µM. 0.33% of 310,000 active; in the data active = a potency from the dose series; inconclusive = inhibition mostly from about 25% at the one dose, without a potency; inactive = the rest, 99 in 100 with inhibition below about 19%;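 note: 0% = induced wells with vehicle and 100% = uninduced wells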
M. tuberculosis HTS – M. tuberculosis growth inhibition, HTS (AID 449762); M. tuberculosis H37Rv growth inhibition, 7H9 media; higher % means a stronger effect; one-dose inhibition, % at 25 µM; IC50 in µM for titrated hits; 0.59% of 330,000 active; in the data active = a potency from the dose series; inconclusive = inhibition above about 70% without an active follow-up result;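 note: bacterial growth assessed after seven days of incubation; strong numbers were not always called active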
M. tuberculosis – growth inhibition of non-replicating M. tuberculosis (AID 488890). one-dose inhibition, % at 25 µM; IC50 in µM for titrated hits. Mycobacterium tuberculosis non-replicating, growth inhibition; higher % means a stronger effect. 0.39% of 320,000 active; in the data active = a potency from the dose series; inconclusive = inhibition mostly from about 82% at the one dose, without a potency; inactive = the rest, 99 in 100 with inhibition below about 76%;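 note: plate controls were DMSO cells for no effect and high antibiotic wells for full effect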
influenza NS1A – H1N1 influenza NS1A inhibitors, functional cell based assay (AID 504329); NS1A functional cell-based assay, percent inhibition; higher % means a stronger effect; inhibition, % at 12.5 µM, or IC50 in µM where a hit was titrated; 0.3% of 340,000 active; in the data active = a potency from the dose series; inconclusive = inhibition above about 27% without an active follow-up result; note: strong numbers were not always called active
inhibitors of VEEV 10K pilot screen – recorded beside inhibitors of VEEV, whose call it bears; inhibition, %; measured here: 10K pilot screen inhibition
Numbers without * were called inactive; i = inactive; u = inconclusive; x = not tested or not shown.

SMILES	inhibitors of VEEV	Salmonella PhoP GFP	M. tuberculosis HTS	M. tuberculosis	influenza NS1A	others
CN(C)c1ccc(NC(=O)CN2CCC(C(=O)c3ccc(F)cc3)CC2)cc1	1.5%	-2%	0%	2%	9%
Cc1cccc(-n2c(-c3cccc([N+](=O)[O-])c3)nc3nc4ccccc4nc32)c1	x	-11%	-1%	-20%	x
COc1ccc(NC(=O)c2nn(C)c3c2CS(=O)(=O)c2ccccc2-3)cc1	2.2%	-5%	4%	-2%	6%
COc1ccc(N/C=C/C(=O)C(F)(F)F)cc1	0.8%	7%	u	42%	-9%
O=C(O)c1ccc(COc2ccc3ccccc3c2)o1	0.5%	4%	3%	5%	-10%
O=C(CSc1nc2ccccc2c(=O)n1NC(=O)Cc1ccccc1)NCCc1ccccc1	1.5%	-2%	-6%	-3%	-6%
Cc1ccccc1Cc1n[nH]c(=S)n1N	0.6%	-5%	1%	-22%	0%
Cc1ccc(-n2[nH]c(C)c(/C=N/c3ccccn3)c2=O)cc1	i	0%	-5%	-16%	6%
COC(=O)C1=C(c2ccc(F)cc2OCc2ccccc2)C[C@@H]2CC[C@H]1N2C(=O)NCCc1ccc(F)cc1	4.0%	x	5%	14%	10%
Cc1[nH]c2ccccc2c1-c1csc(NC(=O)CN2CCOCC2)n1	6.5%	12%	1%	3%	5%
CN(C)S(=O)(=O)c1ccc(N2CCCC2)c(C(=O)Nc2nc(-c3ccc(F)cc3)cs2)c1	1.4%	-3%	2%	-12%	1%
CC(C)c1ccc(NC(=O)C2CC(=O)N(C3CCCC3)C2)cc1 (stereo not drawn)	0.1%	-1%	-3%	6%	7%
Cc1ccc2ncnc(Nc3cccc(C(=O)O)c3)c2c1	i	6%	3%	-3%	-2%
Cc1cc(C(=O)Nc2nc(C)c(C(=O)N(C)C)s2)ccc1[N+](=O)[O-]	3.2%	12%	-7%	-1%	-6%
Cc1ccc(Cl)cc1NC(=S)N(Cc1ccco1)C(C)c1cccs1 (stereo not drawn)	1.4%	-17%	-8%	-4%	-3%
O=C(CSc1nnc(-c2cccs2)n1Cc1ccccc1)N1CCc2ccccc2C1	2.3%	-4%	4%	35%	-3%
OC(COc1ccc(Cl)cc1)CSc1ccccn1 (stereo not drawn)	0.4%	-3%	12%	77%	-23%
Cc1cc(Cl)c2oc(C(=O)NCC(C)(C)N3CCOCC3)c(C)c2c1	0.1%	-33%	u	37%	9%
O=C(CCCn1c(=O)[nH]c2ccsc2c1=O)NC1CCCCC1	1.5%	7%	8%	0%	10%
Cc1ccc(NC(=O)CSc2nnc(Cc3ccccc3)o2)c(C)c1	0.3%	-1%	0%	80%	-10%
COc1ccccc1-c1nc(S(=O)(=O)c2ccccc2)c(N2CCOCC2)o1	8.7%	-1%	-4%	6%	-12%
Cc1c(Cl)cccc1NC(=O)Nc1cc(C(C)(C)C)nn1C	i	8%	3%	13%	1%
CN(C)C(=S)N=c1ssc(=S)n1Cc1ccccc1	2.9%	x	x	x	4%
CC(C)CN(C(=O)CCCSc1nc2ccccc2[nH]1)c1c(N)n(Cc2ccccc2)c(=O)[nH]c1=O	3.3%	-8%	-7%	40%	5%
N#Cc1c(F)cccc1N1CCC(C#N)CC1	i	4%	2%	17%	2%
Cc1cc(C(=O)CN2C(=O)C(=O)N(Cc3ccco3)C2=O)c(C)n1CCc1ccc(F)cc1	8.0%	x	52%	49%	-2%
CC12CN3CC(C)(CN(C1)C3c1ccccc1F)C2 (stereo not drawn)	2.0%	-8%	-14%	-5%	-6%
COc1cc(C(=O)NC(C)c2ccccc2)ccc1OCC(=O)N1CCOCC1 (stereo not drawn)	1.8%	x	-9%	-3%	-7%
C[C@@H]1C=C(C(=O)N2CCN(Cc3ccccc3)CC2)O[C@H](OCc2ccc(CO)cc2)C1	1.0%	-21%	2%	-10%	2%
Cc1csc(NC(=O)c2ccccc2O)n1	0.3%	-4%	6%	42%	-6%
O=C(N/C(=C\c1cccc([N+](=O)[O-])c1)C(=O)N(CCO)CCO)c1ccco1	i	2%	-4%	-7%	-18%
Cc1ccc(NC(=O)C2C3/C=C\CCCCC32)cc1C (stereo not drawn)	i	5%	2.9µM*	35%	26%
CN1CCC(N(C)C(=S)Nc2ccc(F)cc2)CC1	1.4%	1%	1%	-9%	-5%
O=C(COc1ccc([N+](=O)[O-])cc1Cl)NCC1CCCO1 (stereo not drawn)	0.8%	14%	-3%	-3%	-3%
O=C(NCCN1CCOCC1)Nc1ccc(Cl)cc1Cl	0.9%	-4%	-16%	-30%	-2%
Cn1c(=O)n(CC#N)c2ccccc21	0.2%	-8%	7%	7%	-6%
O=C(O)c1cccc(C(=O)c2cccc3ccccc23)c1	0.3%	-10%	5%	20%	2%
COc1ccc(NC(=O)CN(c2ccc([N+](=O)[O-])cc2)S(=O)(=O)c2ccccc2)cc1	i	1%	-11%	12%	0%
Cc1ccccc1NC(=O)CCN1C(=O)CSC1=O	0.6%	-17%	-5%	-1%	0%
CC(=O)Nc1cccc(OCCCNS(=O)(=O)c2ccc(C#N)cc2)c1	0.8%	1%	9%	12%	6%
O=C(OCCCOC(=O)c1ccc([N+](=O)[O-])o1)c1ccc([N+](=O)[O-])o1	2.1%	-5%	u	1.2µM*	-9%
COc1ccc(/C=C2\SC(=S)N(CCCC(=O)N3CCN(C)CC3)C2=O)cc1	u	-13%	-13%	52%	5%
CC(C)(C)n1cc(S(=O)(=O)c2ccccc2)[nH]c1=O	0.3%	-3%	1%	-5%	-1%
CCOC(=O)c1c(C)[nH]c(C(=O)OCC(=O)Nc2cc(Cl)ccc2OC)c1C	11%	-4%	2%	0%	8%
O=C(CSC1=Nc2ccccc2C2CC=NN12)Nc1ccc(F)c(F)c1F (stereo not drawn)	0.1%	x	-5%	19%	6%

Reprinted from the part before: six compounds, then new ones.
SMILES	inhibitors of VEEV	Salmonella PhoP GFP	M. tuberculosis HTS	M. tuberculosis	influenza NS1A	others
CC(=O)Nc1cccc(OCCCNS(=O)(=O)c2ccc(C#N)cc2)c1	0.8%	1%	9%	12%	6%
O=C(OCCCOC(=O)c1ccc([N+](=O)[O-])o1)c1ccc([N+](=O)[O-])o1	2.1%	-5%	u	1.2µM*	-9%
COc1ccc(/C=C2\SC(=S)N(CCCC(=O)N3CCN(C)CC3)C2=O)cc1	u	-13%	-13%	52%	5%
CC(C)(C)n1cc(S(=O)(=O)c2ccccc2)[nH]c1=O	0.3%	-3%	1%	-5%	-1%
CCOC(=O)c1c(C)[nH]c(C(=O)OCC(=O)Nc2cc(Cl)ccc2OC)c1C	11%	-4%	2%	0%	8%
O=C(CSC1=Nc2ccccc2C2CC=NN12)Nc1ccc(F)c(F)c1F (stereo not drawn)	0.1%	x	-5%	19%	6%
Cc1ccc(S(=O)(=O)N(CCC(=O)N2CCOCC2)c2ccccc2)cc1	2.0%	x	x	x	-8%
Cc1ccc(S(=O)(=O)N2CCOCC2)cc1C(=O)O	2.1%	3%	-1%	3%	4%
CCN(CC)S(=O)(=O)c1ccc(NC(=O)COC(=O)c2cc(S(=O)(=O)Nc3ccc(OC)cc3)ccc2O)cc1	6.9%	-4%	-6%	13%	3%
CC1=C(C(=O)Nc2ccccc2C)C(c2ccc(C)o2)NC(=S)N1 (stereo not drawn)	1.0%	-8%	-5%	-14%	-3%
N#CCCN1CCN(C2=NC(=O)/C(=C\c3cccs3)S2)CC1	1.5%	-8%	-1%	14%	9%
O=C(Cc1ccc(Cl)cc1)NNC(=O)C(=O)NC1CCCCC1	i	x	18%	u	-5%
O=C(c1ccncc1)N1c2ccccc2Sc2ccccc21	7.8%	-19%	-11%	1%	4%
Cc1ccc(S(=O)(=O)Nc2ccsc2C#N)cc1	0.7%	-27%	-4%	2%	-15%
CCOC(=O)c1cc(-c2ccccc2)n(CCC(=O)N2CCN(c3ccccn3)CC2)c1C	6.0%	0%	-7%	18%	5%
CC(C)CN(C(=O)CN1CCN(S(=O)(=O)c2ccccc2)CC1)c1c(N)n(CC(C)C)c(=O)[nH]c1=O	0.3%	-5%	-2%	-16%	-3%
CCOc1ccc(-n2ccnc(SCC(=O)NC3CCCC3)c2=O)cc1	1.8%	13%	-6%	-2%	-4%
Cc1ccc(C(=O)Nc2cc(=O)n(C)c(=O)n2C)o1	i	2%	-21%	-9%	-7%
CN(C)CCN(C(=O)c1cc(Cl)sc1Cl)c1nc2ccc(F)cc2s1	i	3%	-2%	-4%	6%
CCOC(=O)c1ccc(NC(=O)CCC(=O)OC)cc1	2.6%	-3%	u	x	-6%
Cc1cc(NC(=O)/C=C/c2ccccc2)c(C(C)C)cc1O	2.0%	8%	-3%	6%	-4%
CC(C)(Cc1cccc(CC(C)(C)C(=O)O)c1)C(=O)O	i	-1%	-5%	2%	4%
Cn1c(N)c(C(=O)COC(=O)c2cc(-c3ccco3)nc3ccccc23)c(=O)n(C)c1=O	7.5%	x	x	x	7%
CC(Oc1ccc2c3c(c(=O)oc2c1)CCC3)C(=O)NC1CCN(Cc2ccccc2)CC1 (stereo not drawn)	0.1%	4%	6%	2%	11%
Cc1[nH]n(C(N)=S)c(=O)c1N=Nc1cccc(C(F)(F)F)c1	7.0%	6%	5%	u	-6%
CCOC(=O)c1ccc(N2CN(CCc3ccccc3)CNC2=S)cc1	2.2%	-5%	33%	66%	16%
CC(C)(C)OC(=O)NCCCCCNC(=O)c1[nH]cnc1C(=O)Nc1ccc(Cl)cc1	11%	x	u	x	-7%
CCc1sc(C(=O)N2CCN(c3ncccn3)CC2)cc1Br	7.5%	-9%	-1%	12%	-2%
COc1ccc(C2CC(c3ccc(F)cc3)n3nc(NC(=O)c4ccco4)nc3N2)cc1 (stereo not drawn)	0.5%	9%	2%	-12%	-4%
CCCNC(=O)c1ccccc1NC(=O)c1cccc(-n2cnnn2)c1	9.0%	x	1%	14%	-4%
O=C(NC1CC2CCCC(C1)N2CC(=O)N1CCCc2ccccc21)C1CCCCC1 (stereo not drawn)	2.4%	-1%	-14%	7%	2%
Cc1onc(-c2ccccc2Cl)c1C(=O)Nc1ccc(Br)cc1	i	-4%	18%	29%	9%
O=C(Nc1ccc2c(c1)OCO2)C1CC(c2ccc(Cl)cc2)=NO1 (stereo not drawn)	0.5%	-8%	-8%	14%	-2%
CCCc1cc(-n2ccnc2C)n2c(nc3ccccc32)c1C#N	2.9%	-6%	-5%	4%	-2%
O=C(O)C(Cc1c[nH]c2ccccc12)NS(=O)(=O)c1cccc(Cl)c1Cl (stereo not drawn)	0.3%	-24%	-3%	-11%	22%
C=CCn1cc(/C=C2\SC(N3CCOCC3)=NC2=O)c2ccccc21	7.1%	-2%	2%	17%	x
NC(=O)C[n+]1cccc2ccccc21	0.6%	1%	0%	8%	-2%
C[C@@H]1CC[C@H]2C(=O)N3[C@@H](CC[C@@H](C)[C@@H]3c3ccc(Br)cc3)C(=O)N2[C@H]1c1ccc(Br)cc1	0.4%	-10%	28%	12%	10%	inhibitors of VEEV 10K pilot screen=0.0
CCOCCCNC(=O)/C=C1\Sc2ccccc2N(Cc2ccccc2F)C1=O	u	8%	-6%	9%	7%
Cc1ccc(N(C(=O)CNC(=O)c2ccco2)C(C(=O)NC2CCCCC2)c2ccncc2)c(C)c1 (stereo not drawn)	i	4%	1%	0%	-6%
O=C(COC(=O)c1ccc(Br)o1)Nc1nc2ccccc2s1	3.7%	8%	4%	72%	1%	inhibitors of VEEV 10K pilot screen=2.1
COc1ccc(C(C)=O)cc1COC(=O)c1ccc2c(c1)OCO2	1.0%	-3%	5%	15%	-3%
CN(C(=S)NCCN1CCOCC1)C(c1ccccc1)c1ccccc1	i	-3%	10%	7%	13%
Cc1ccc2cc(CN(C(=O)c3cccnc3)C(C)C)c(=O)[nH]c2c1	1.8%	-3%	-14%	9%	-5%
CC(C)Oc1ccccc1C1CC(=O)Nc2cc3c(cc21)OCO3 (stereo not drawn)	i	5%	8%	11%	3%
CC(C)(C)n1ncc2c(=O)n(CC(=O)NCc3ccc(F)cc3)cnc21	8.9%	2%	-4%	-4%	-6%
CC(=Nc1ccc(C)cc1C)c1sc2ccccc2c1O	2.2%	5%	37%	21%	-13%
CC12C(=O)N(c3nccs3)C(=O)C1C1C=CC2C1 (stereo not drawn)	i	-17%	-7%	11%	2%
Nc1nc(N)nc(-c2cc(C(F)(F)F)ccc2Cl)n1	1.6%	-2%	-11%	-6%	-1%
Cc1[nH]n(-c2ccccc2)c(=O)c1C=Nc1cnc2ccccc2c1	2.5%	-6%	u	6.2µM*	-21%

Rows were taken by chance, and some 1.4% of all compounds hit somewhere here.
